# Compound activity: PubChem, several laboratories
# APP transl inh: APP translation inhibition. hit rate 0.82% among 190,000. inhibition, % at 2 µM. SH-SY5Y APP 5'UTR-luciferase reporter, luminescence. AID 1285;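 active = inhibition above a set limit, derived from the sample mean plus 3 SD, cut at about 45% in these data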; also: values of inactives mirror those of a sister screen read the other way
# Diaphorase act: diaphorase activation or chemical reduction counter-screen; Diaphorase/resazurin coupled assay, resorufin fluorescence, 16 min; active compounds read high; 1 = vehicle wells, 0 = NADH-free wells; hit rate 0.005% among 190,000; activation factor at 20 µM;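 active = diaphorase activity raised at least twofold by the compound at 20 µM; inactive = activation factor below 2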
#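 Material: Clostridium kluyveri diaphorase, purified enzyme; Quantity: enzyme 0.07 U/mL final; Medium: HEPES pH 7.4 buffer with MgCl2 and Tween 20; Dosing: single compound dose of 20 µM, 1% DMSO final; Schedule: 16 min reaction at room temperature; Measured by: red resorufin fluorescence at 544/590 nm excitation/emission.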
# FLuc inhib CS: Photinus pyralis luciferase inhibition counter-screen; P08659; ATPLite firefly luciferase biochemical luminescence, 10 min; inhibition, % at 10 µM; hit rate 1.5% among 200,000; AID 1006;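 active = inhibition above about 50% when tested at 10 µM, limit read from the data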
# Target sequence (P08659 whole entry, looked up): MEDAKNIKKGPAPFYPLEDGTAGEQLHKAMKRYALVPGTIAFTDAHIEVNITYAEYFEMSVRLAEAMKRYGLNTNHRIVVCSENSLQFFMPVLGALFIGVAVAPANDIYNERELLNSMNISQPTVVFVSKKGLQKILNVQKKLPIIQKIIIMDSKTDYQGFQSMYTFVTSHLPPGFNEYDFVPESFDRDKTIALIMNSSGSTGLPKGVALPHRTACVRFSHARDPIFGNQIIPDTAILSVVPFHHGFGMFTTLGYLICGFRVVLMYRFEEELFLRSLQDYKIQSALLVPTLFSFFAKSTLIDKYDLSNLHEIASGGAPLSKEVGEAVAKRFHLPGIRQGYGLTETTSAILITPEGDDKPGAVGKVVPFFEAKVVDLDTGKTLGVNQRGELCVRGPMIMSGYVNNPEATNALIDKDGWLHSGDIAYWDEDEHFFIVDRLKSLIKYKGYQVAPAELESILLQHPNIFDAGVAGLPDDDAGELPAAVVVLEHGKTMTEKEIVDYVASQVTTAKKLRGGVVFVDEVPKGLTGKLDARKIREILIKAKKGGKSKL
# TLR4 MyD88 comp: inhibitors of human TLR4-MyD88 binding | HeLa CL3-4 TLR4/MyD88 BLA complementation, FRET ratio | inhibition, % at 8.4 µM | hit rate 0.18% among 200,000 | AID 861; in the data active = inhibition above about 25%;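 also: 0% = vehicle and 100% = reference inhibitor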
# STAT1 activator: STAT1 signaling activation | activation (% of control), % at 5.5 µM | hit rate 2.6% among 200,000 | NIH 3T3 STAT1-luciferase reporter, IFN-gamma, luminescence; 100% = IFN-gamma alone, no compound | AID 932;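 active = activation above the screen-wide mean activation plus 3 SD, cut at about 130% in these data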;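 also: raw ratio to IFN-gamma control signal so 100% means no change and 0% no light; values of inactives mirror those of a sister screen read the other way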
# APP 5'UTR act: activates APP 5'UTR luciferase reporter; SH-SY5Y APP 5'UTR luciferase reporter, luminescence; zero percent = DMSO vehicle wells; activation, % at 2 µM; hit rate 1% among 190,000; AID 1276;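 active = activation above a set limit, based on mean plus 3 SD of controls, cut at about 140% in these data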; also: values of inactives mirror those of a sister screen read the other way
# G6PDH CS: L. mesenteroides G6PDH inhibition counter-screen | Purified L. mesenteroides G6PDH, diaphorase/resazurin coupled fluorescence, 45 min | inhibition, % at 5 µM | hit rate 0.12% among 200,000 | AID 1020; in the data active = inhibition above about 50%
# FLuc stim CS: firefly luciferase counter-screen for stimulation assays | P08659 | ATPlite luciferase biochemical, luminescence, 10 min; 0 = ATP-free wells, 1 = DMSO control | activation factor at 10 µM | 200,000 tested, under 10 active | AID 1027;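 active = luciferase activation factor, scaled between plate controls, of at least 2 with compound at 10 µM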
#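 Assay system: Luciferase/luciferin reagent mix; Medium: PBS as buffer for the ATP substrate; Dosing: test compounds dosed from 2 mM stocks in 100% DMSO; Times: 10 min, room temperature; Signal: luminescence from luciferase reaction; Read-out: luciferase activation; Controls: No-ATP low control, compound-free enzyme-plus-ATP high control.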
# NF-kB expr up: NF-kB expression increase, human neuronal cells; NF-kB reporter expression; active compounds read high; fold change at 12.5 µM; hit rate 1.6% among 190,000; AID 1239; in the data active = fold change above about 3.3
# Diaph inh CS: inhibits diaphorase or chemically oxidizes, flagging diaphorase assay artifacts. AID 1217. inhibition, % at 20 µM. diaphorase resazurin-to-resorufin fluorescence, NADH, 16 min; bacterial (C. kluyveri) enzyme, not human. hit rate 0.69% among 190,000;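 active = primary screen inhibition at 20 µM above a set limit, cut at about 50% in these data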;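 also: plate controls were DMSO with full reaction for no effect and wells lacking NADH for full effect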
#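 controls = No-NADH positive control and DMSO neutral control | system = Clostridium kluyveri diaphorase enzyme | timing = reaction incubation of 16 min at room temperature | signal = resorufin fluorescence 544/590 nm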
# Active calls of the source: *; . = not tested or not shown. Not a hit list; about 5.6% have a hit in one of these screens.
SMILES,APP transl inh,Diaphorase act,FLuc inhib CS,TLR4 MyD88 comp,STAT1 activator,APP 5'UTR act,G6PDH CS,FLuc stim CS,NF-kB expr up,Diaph inh CS
O=C1CC(C(=O)O)S/C(=N\NC(=O)c2ccc(F)cc2)N1 (stereo not drawn),-12,0.8,-4,-10,101,12,15,1,1.1,18
O=C(COc1cccc(NC(=O)c2cccc([N+](=O)[O-])c2)c1)c1ccc(F)cc1,.,0.7,-3,1,104,.,-2,1,0.38,28
CCOC(=O)N1CCN(C(=O)c2ccc(Cl)c(S(=O)(=O)N3CCOCC3)c2)CC1,-9,0.9,-6,17,98,9,10,1.1,0.96,10
CCC(C)c1ccc(O)c(NC(=O)c2ncn[nH]2)c1 (stereo not drawn),4,0.9,-1,-3,104,-4,-4,1,0.94,13
CNc1nc(N)c(C(=O)C23CC4CC(CC(C4)C2)C3)s1,15,0.8,-2,-15,110,-15,13,1,1,16
c1cncc(-c2nc(-c3ccc4c(c3)OCO4)cs2)c1,-54,1,38,-13,143*,54,-2,0.6,2.5,4
O=C(CSc1nc2[nH]ncc2c(=O)n1-c1ccccc1)NCc1cccs1,3,1.1,-1,11,99,-3,6,1,0.58,-6
COC(=O)c1ccc(NC(=O)C2CC(=O)N(c3cc(C)ccc3C)C2)cc1 (stereo not drawn),19,0.8,-5,-13,99,-19,-14,1.1,1.1,24
CC(CNC(=O)C(=O)NC(C)CCc1ccccc1)Cc1ccccc1 (stereo not drawn),4,0.9,-5,3,108,-4,3,1.1,0.84,8
Cc1oc2cc(OC(C)C(=O)O)ccc2c(=O)c1Oc1ccccc1 (stereo not drawn),-7,0.9,-6,2,98,7,8,1.1,1,6
NC(=O)CSc1cn(Cc2cccc(F)c2)c2ccccc12,8,0.8,-7,13,91,-9,3,1.1,1.1,16
Cn1c(SCc2ccccc2)nnc1-c1cccs1,-45,0.8,2,-1,117,45,0,1,2.1,17
COc1ccccc1/C=C/C(=O)NC(=S)Nc1ccc(S(=O)(=O)N(C)c2ccccc2)cc1,-12,0.9,-3,2,95,12,11,1,1.4,9
CCOc1ccccc1C(=O)NC(C(=O)OCC(=O)Nc1nnc(-c2ccccc2)o1)C(C)C (stereo not drawn),-10,0.9,-1,4,104,10,22,1,1.1,13
CCN(CC)c1ccc(/C=C(\C#N)C(=O)NCc2ccco2)cc1,-3,0.9,-4,2,107,3,-11,1,1.6,11
COCCNC(=O)CSc1nc2cc(OC)c(OC)cc2c(=O)n1CCc1ccc(S(N)(=O)=O)cc1,-5,0.9,-5,-13,103,5,0,1.1,1.1,8
COc1ccccc1CNC(=O)Cn1cc2c(n1)CCCC2,-6,1,-8,-2,95,6,-10,1.1,1.4,-3
Oc1ccc(Nc2nc3ccccc3nc2Nc2ccc(O)cc2)cc1,87*,0.6,-4,11,127,-87,6,1,1.1,35
Cc1occc1C(=O)N/N=C/C=C/c1ccccc1[N+](=O)[O-],-8,0.9,4,-12,114,8,7,1,1.3,9
COc1ccc(COc2ccsc2C(=O)Nc2ccc(Cl)c(Cl)c2)cc1,-5,0.9,-2,6,93,5,2,1,1.1,15
Cc1ccc(NC(=O)c2ccc(-n3cncn3)c([N+](=O)[O-])c2)cc1,-8,1,-9,3,102,8,-15,1.1,0.76,3
O=C(NCc1ccncc1)c1cccc(Cn2cc(Br)cn2)c1,-5,0.9,-4,-12,89,5,0,1,1.2,6
COc1ccc(CC(=O)Nc2ccc(-c3noc(-c4ccccc4OC)n3)cc2)cc1,-7,1,2,2,106,7,-8,1,1.2,-2
CCc1ccccc1Nc1nc(N)nc(CSCC(=O)Nc2ccc(C)c(C)c2)n1,-18,0.7,-6,2,103,18,-1,1.1,0.81,29
Cc1cc(C)c(NC(=S)N(Cc2cccnc2)Cc2ccco2)c(C)c1,-7,1,0,-4,93,7,3,1,1.1,4
O=c1[nH]c2ccccc2nc1/C=C(\O)c1cccs1,-96,1.2,45,5,146*,96,22,0.6,1.5,-15
C/C(=N\n1cnnc1)c1ccc(C#N)cc1,2,0.9,-3,0,98,-2,4,1,1.1,10
O=C(NC1CCCCC1)c1ccc(S(=O)(=O)c2ccccc2Cl)c([N+](=O)[O-])c1,6,1,-8,-3,99,-6,6,1.1,1.1,0
CCCn1c(=O)c2c(c3ccccc31)OC(C)C(=O)N2 (stereo not drawn),-5,1,-3,6,106,5,2,1,0.93,4
Cc1cc(OC(=O)CNC(=O)OC(C)(C)C)c2c(C)cc(=O)oc2c1,3,1,-9,11,87,-3,12,1.1,0.92,-4
COc1ccc(-n2nc(N)c3c(=O)oc(N(C)C)nc32)cc1,-5,0.9,-2,3,100,5,5,1,1.3,8
O=c1cc(-c2cccs2)oc2ccc(Cl)cc12,-36,0.9,24,6,147*,36,14,0.8,3.2,12
COc1ccc(C(=O)O)cc1NS(=O)(=O)c1cccc2nsnc12,-14,1.1,-2,-9,93,14,27,1,0.83,-7
CCCN1CCC(NC(=O)Nc2ccc(Br)cc2)CC1,4,0.9,-6,-10,98,-4,5,1.1,0.9,9
COc1ccc(C/C(C)=N/NC(=O)c2ccc(C)cc2C)cc1,-16,1,-7,2,106,16,1,1.1,1.4,1
Cc1cc(NC(=O)c2cc(C)on2)n(-c2ccccc2)n1,-18,1,0,-7,98,18,8,1,1.1,-3
Cc1cc(CNC(=O)c2cccc([N+](=O)[O-])c2C)c2ccccc2n1,16,1.1,24,6,76,-16,4,0.8,0.92,-12
O=C(N/N=C/C(Br)=C\c1ccccc1)c1ccc2nc[nH]c2c1,83*,0.9,43,14,95,-83,-3,0.6,0.58,7
CCOc1ccc(C(=O)N[C@H](C(=O)Nc2cccc(S(=O)(=O)N3CCCCC3)c2)C(C)C)cc1,-3,0.7,-4,-5,101,3,-10,1,0.58,31
Cc1ccc(S(=O)(=O)N(C)C)cc1NC(=O)COC(=O)c1n[nH]c(=O)c2ccccc12,2,1,-5,4,95,-2,-5,1.1,1.2,0
N#C/C(Cn1c[n+](NC(=O)Nc2ccccc2)cn1)=N/O,12,0.9,1,-7,98,-12,17,1,1.4,14
N#CCCn1cc(/C=N/O)c(-c2ccc(F)cc2)n1,7,1,-7,-9,100,-7,10,1.1,1.1,3
O=C(Cc1ccccc1)Nc1cccc(-c2nc3ncccc3o2)c1,8,1,-9,3,96,-8,-3,1.1,1.1,-4
C1=C(c2ccccc2)Nc2ccccc2N=C1c1ccccc1,1,0.8,-5,-13,110,-1,6,1.1,1,19
Cc1ccc(OCC(=O)N(c2ccccn2)C2CCCCC2)c(C)c1,-3,0.8,-3,-7,103,3,-5,1,1.3,18

# Quoted from the listing:
# CCOc1ccc(C(=O)N[C@H](C(=O)Nc2cccc(S(=O)(=O)N3CCCCC3)c2)C(C)C)cc1 @ G6PDH CS = -10
# O=C(N/N=C/C(Br)=C\c1ccccc1)c1ccc2nc[nH]c2c1 @ NF-kB expr up = 0.58

# Later entries:
SMILES,APP transl inh,Diaphorase act,FLuc inhib CS,TLR4 MyD88 comp,STAT1 activator,APP 5'UTR act,G6PDH CS,FLuc stim CS,NF-kB expr up,Diaph inh CS
N#C/C(=C\c1cc([N+](=O)[O-])c(N2CCOCC2)cc1N1CCOCC1)c1nc2ccccc2[nH]1,4,0.9,-5,-5,107,-4,-26,1,0.46,11
NC(=O)c1nn(-c2ccccc2)nc1NC(=O)CN1CCCCC1,1,1,-1,0,98,-1,0,1,1.1,4
CCOc1cc(/C=C2/SC(=S)N(CC3CCCO3)C2=O)ccc1O (stereo not drawn),-21,0.7,-4,8,103,21,15,1,.,26
Cc1cccc(C(=O)Oc2ccccc2-c2nnco2)c1,-6,0.9,-8,-5,107,7,2,1.1,1.5,5
CSc1nc(N2CCN(CCO)CC2)c2sc3nc(-c4ccco4)c4c(c3c2n1)CCC4,.,0.9,3,.,.,.,5,1,.,12
CCn1c(COc2ccc3c(c2)CCCC3)nnc1SCC(=O)Nc1ccc(C(=O)OC)cc1,-18,0.9,-4,1,100,18,-11,1,1,10
CCn1c(=O)n(CC(=O)NCc2ccco2)c(=O)c2ccccc21,-6,0.9,-1,-4,103,6,4,1,1.2,14
COc1ccc(S(=O)(=O)N2CCCCCC2)cc1C(=O)OCC(=O)NC(N)=O,2,0.9,-5,11,102,-2,5,1.1,0.9,11
CCNc1cc2oc(=O)c(CN3CCOCC3)c(C)c2cc1C,1,0.9,-3,-19,104,-1,-2,1,1.1,12
CCCOc1ccc(C(=O)Nc2nc(C)c(Cc3ccc4c(c3)OCO4)s2)cc1,-3,1,-2,0,110,3,-4,1,1.1,5
Cc1cc(-c2ccco2)n(CC(=O)NCc2ccco2)n1,-9,1,-10,-5,98,9,-1,1.1,1.1,4
O=C(Nc1ccc(S(=O)(=O)NCC2CCCO2)cc1)c1ccc(Cl)cc1[N+](=O)[O-] (stereo not drawn),0,0.8,-9,-7,108,0,6,1.1,1.1,17
CC(=O)c1ccc(N2CCN(C(=S)Nc3ccccc3)CC2)cc1,2,0.9,-8,7,105,-2,-19,1.1,0.89,7
Cc1nc(C(C)NC(=O)CCc2nnc(Cc3c[nH]c4ccccc34)o2)cs1 (stereo not drawn),0,1,1,-20,85,0,9,1,1.2,4
CCCCc1ccc(CC(=O)O)cc1,-1,0.9,2,9,97,1,6,1,1.1,5
COc1ccc(C(C(=O)OC(C)CN(C)C)c2ccccc2)cc1 (stereo not drawn),-6,0.9,-2,11,105,6,6,1,1.7,6
CCN(CC)CCN1C(=O)C(=O)/C(=C(/O)c2ccccc2)C1c1ccccc1F (stereo not drawn),-6,0.8,-5,-3,104,5,8,1.1,1.2,16
Cc1cccn2c(=O)c3cc(C(=O)N(C)C)n(C)c3nc12,2,0.9,0,-3,108,-2,10,1,0.55,11
O=C(O)c1cc(S(=O)(=O)N2CCCCCC2)c(Cl)cc1Cl,4,0.8,0,5,99,-4,6,1,1.2,16
CN(C)C(=S)Nn1c(-c2ccccc2)nc2ccccc2c1=O,12,1,-5,-12,99,-12,3,1,1.1,4
O=C(Nc1cnn(Cc2ccc(F)cc2)c1)c1cc(-c2ccco2)on1,-28,1,-4,-9,98,28,8,1,1.6,2
CCS(=O)(=O)N1CCN(C(=O)c2ccco2)CC1,2,0.9,-3,-7,101,-2,3,1,1.1,10
CCc1cc[n+](/C(C(=S)Nc2cccc(C)c2)=C(/[O-])c2ccc(C)c([N+](=O)[O-])c2)cc1,-5,0.7,-2,2,95,5,-8,1,0.94,34

# Part of the list above, set out differently.
# Values run as follows: APP transl inh | Diaphorase act | FLuc inhib CS | TLR4 MyD88 comp | STAT1 activator | APP 5'UTR act | G6PDH CS | FLuc stim CS | NF-kB expr up | Diaph inh CS
- CN(C)C(=S)Nn1c(-c2ccccc2)nc2ccccc2c1=O
 : 12 | 1 | -5 | -12 | 99 | -12 | 3 | 1 | 1.1 | 4
- O=C(Nc1cnn(Cc2ccc(F)cc2)c1)c1cc(-c2ccco2)on1
 : -28 | 1 | -4 | -9 | 98 | 28 | 8 | 1 | 1.6 | 2
